# High-throughput results: PubChem BioAssay, several laboratories
# Furin inhibitor – blocks human furin protease activity; P09958; purified furin, fluorogenic substrate cleavage; AID 463115; hit rate 0.061% among 220,000; inhibition, % at 30 µM; in the data active means inhibition above about 25%; further: inactives centre near -15
# EBV gp42 inh – inhibitors of Epstein-Barr virus glycoprotein 42; Q1HVG2; Fluorescence polarization binding assay, mP read-out; inhibition, % (tested at 21.74 µM); hit rate 0.42% among 220,000; AID 1085; in the data active means inhibition above about 50%
# Target sequence (Q1HVG2 whole entry, looked up): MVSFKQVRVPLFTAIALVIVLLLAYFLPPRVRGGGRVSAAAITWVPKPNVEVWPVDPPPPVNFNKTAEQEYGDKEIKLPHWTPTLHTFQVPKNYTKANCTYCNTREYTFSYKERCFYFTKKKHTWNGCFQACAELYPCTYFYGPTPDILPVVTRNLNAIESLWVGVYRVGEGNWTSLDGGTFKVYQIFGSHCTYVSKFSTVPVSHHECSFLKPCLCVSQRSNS
# Cl transport mod – modulates chloride dependent transport by human KCC2; B-score of Tl+ flux slope (higher = more flux/activation; lower = inhibition) at 10 µM; Q9H2X9; KCC2 cells, thallium flux FluoZin-2 fluorescence; hit rate 2.2% among 190,000;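 active means thallium flux slope and its plate-corrected score both differing from the plate sample mean at a set confidence after two filtering rounds, in either direction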;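 further: slope of fluorescence scaled to starting intensity during 10 to 20 s after thallium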
# TRPML3 ag – human mucolipin-3 channel agonism; Q8TDD5; HEK293 TRPML3-YFP, Fluo-8 calcium fluorescence; 100% = the carbachol control signal; activation, % at 3 µM; hit rate 0.29% among 220,000;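 active means activation above its plate's cutoff, the mean activation of the plate's test wells plus 3 SD, cut at about 12% in these data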;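 further: 0% = DMSO only wells and 100% = carbachol wells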
# Target sequence (Q8TDD5 whole entry, looked up): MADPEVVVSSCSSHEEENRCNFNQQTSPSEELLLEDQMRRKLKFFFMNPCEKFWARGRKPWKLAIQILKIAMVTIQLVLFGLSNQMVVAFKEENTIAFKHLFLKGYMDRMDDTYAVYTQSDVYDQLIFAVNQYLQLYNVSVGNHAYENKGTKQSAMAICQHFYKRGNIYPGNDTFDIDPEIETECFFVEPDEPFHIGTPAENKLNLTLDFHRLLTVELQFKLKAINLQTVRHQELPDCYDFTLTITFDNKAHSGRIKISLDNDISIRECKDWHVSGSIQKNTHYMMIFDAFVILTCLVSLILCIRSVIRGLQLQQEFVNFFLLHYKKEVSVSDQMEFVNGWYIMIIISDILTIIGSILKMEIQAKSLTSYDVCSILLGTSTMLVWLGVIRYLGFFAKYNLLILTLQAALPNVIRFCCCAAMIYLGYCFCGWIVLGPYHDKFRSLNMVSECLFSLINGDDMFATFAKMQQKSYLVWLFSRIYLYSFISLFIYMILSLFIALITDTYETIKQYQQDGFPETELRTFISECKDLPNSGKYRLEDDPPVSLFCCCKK
#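 Test system: HEK293 cells stably carrying human TRPML3-YFP; Doses: single dose, 3 µM final nominal compound, 0.3% DMSO final; Schedule: dye loading 1 h 37 °C then 30 min ambient, 125 s read; Technique: Fluo-8 calcium fluorescence; Benchmarks: high control carbachol 87 µM, low control DMSO.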
# PPC-1+TRAIL kill – PPC-1 cancer cell killing with TRAIL present | PPC-1 cells + TRAIL, ATPLite viability luminescence | cell killing (% activity), % at 4 µM | hit rate 0.41% among 220,000 | AID 1443;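 active means cell killing above 50% in the first pass at 4 µM, then a duplicate retest at 5 µM averaging 50% or more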;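 further: plate controls were cells with TRAIL plus DMSO for no effect and medium-only wells lacking cells for full effect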
# m-calpain inh – inhibitors of pig calpain II | purified calpain II, fluorogenic peptide substrate, 30 min | inhibition, % at 16 µM | hit rate 0.37% among 220,000;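 active means inhibition above about 50%, limit read from the data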
# TRPN1 ag – activates the zebrafish TRPN1 channel; HEK293 zebrafish TRPN1-YFP, Fluo-8 calcium fluorescence; 100% = response to 87 µM carbachol; activation, % at 3 µM; hit rate 0.18% among 220,000; AID 1424;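 active means activation above its plate's cutoff, the mean activation of test wells on that plate plus 3 SD, cut at about 19% in these data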;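 further: 0% = DMSO alone and 100% = 87 µM carbachol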
#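 Control set: carbachol 87 µM as high control, DMSO as low control; system: HEK293 stable line with zebrafish TRPN1-YFP; read-out: % activation versus carbachol response; detection: intracellular calcium fluorescence with Fluo-8; doses: single test compound dose, 3 µM nominal, 0.3% DMSO; schedule: dye 1 h 37 °C plus 30 min RT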
# thrombin 1536 – thrombin (human) inhibition | hit rate 0.26% among 220,000 | alpha-thrombin, Boc-VPR-AMC fluorogenic substrate cleavage | P00734 | inhibition, % at 5 µM | AID 1046;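 active means inhibition at or above 40%; inactive means inhibition below 40%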;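 further: 0% = enzyme with no compound and 100% = wells without enzyme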
#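 System: human alpha-thrombin protein; Compound dosing: one concentration per compound, 5 µM, with 0.2% DMSO; Timing: reaction at room temperature; Technique: AMC fluorescence, 355/460 nm; Controls: enzyme without compound as high, wells lacking enzyme as low.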
# TbHK1 inh – T. brucei hexokinase 1 inhibition. hit rate 0.11% among 220,000. AID 1430. recombinant TbHK1, G6PDH-coupled NADH A340. inhibition, % at 10 µM;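 active means inhibition of 50% or more in the single-dose primary screen; inactive means inhibition below 50%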
# * hit, by the source's call; i = inactive; nt = not tested or not shown; [ ] = another dose, or the depositor's remark.
# Below each SMILES – Furin inhibitor, EBV gp42 inh, Cl transport mod, TRPML3 ag, PPC-1+TRAIL kill, m-calpain inh, TRPN1 ag, thrombin 1536, TbHK1 inh
Fc1ccccc1NC(=S)N(CCCN1CCOCC1)Cc1cccnc1
  0, -16, -0.0078, 1.8, 17, -13, -0.6, 3, 0
O=C(CO/N=C/c1ccccc1OC(F)F)NC1CCCCC1
  -18, -18, -0.74, -0.3, -10, 15, -0.8, -9, 4
CCN(CC)S(=O)(=O)c1cccc(C(=O)N/N=C2\CC(=O)CC(C)(C)C2)c1
  -27, -5, 0.0041, 1.4, 10, -8, 0.8, 0, -40
O=C(CCC1CCCCC1)NCCN1C2=NC[C@@H](Cc3ccccc3)N2C[C@H]1Cc1ccc(O)cc1
  -25, -2, -1.6, -0.5, 13, 27, -0.9, 1, 9
O=C(CSCc1ccc([N+](=O)[O-])cc1)Nc1cccc(C(=O)Nc2ccccc2C(=O)O)c1
  -13[20 µM], -6, -0.22, 0.0, 19, -3, -0.2, 2, 2
COc1ccc(C(=O)NC2CCN(C(=S)NCCc3ccccc3)CC2)cc1
  -31, 3, -1.5, -0.3, 16, -1, 0.1, 4, -5
O=C(Oc1ccccc1N1CCOCC1)c1ccccc1
  -7, -8, 0.51, 0.6, 12, -12, -0.9, -1, 1
Cn1cccc1/C=N/NC(=O)c1ccc[n+]([O-])c1
  -21, -9, 0.055, 1.1, -15, 0, 0.2, -2, -20
COc1cccc(C(=O)NC2CC3CCCC(C2)N3S(=O)(=O)c2ccccc2)c1 (stereo not drawn)
  -28, -7, nt, 0.8, 20, 4, 1.8, 1, -5
Cc1cccc(C)c1NCc1n[nH]c(=S)n1-c1ccccc1
  -15, 8, -0.72, 0.4, 12, 0, 0.5, -1, -3
COc1ccc(C(=O)OCCN2C(=O)c3ccccc3C2=O)cc1
  -13, -7, nt, 0.2, -6, 15, -0.1, -12, -3
CCCCCc1cc(=O)oc2c(C(CCN3CCCC(C)C3)c3ccc4c(c3)OCO4)c(OC)cc(OC)c12 (stereo not drawn)
  -16, -14, 0.76, nt, 8, 22, nt, 1, 17
Nc1nc(SCC(=O)Nc2ccc(Cl)c(S(=O)(=O)N3CCOCC3)c2)n[nH]1
  -21, -13, nt, 0.6, 4, 26, 2.2, -3, 2
COc1ccc(NC(=O)CSc2nncs2)cc1OC
  -25, 3, -0.38, 0.9, 13, 5, 0.1, 2, -3
CCOc1ccc(N(CC(=O)Nc2ccc(OC)cc2)S(=O)(=O)c2c(C)[nH]c(=O)[nH]c2=O)cc1
  -20, -10, 0.81, -0.9, -7, -14, 0.9, 0, 4
O=C(NNC(=O)c1ccc(Oc2ccc(C3SCCS3)cc2)o1)c1ccc(Cl)cc1
  -21, -2, 5.4*, 1.0, 9, -13, 1.0, -11, 7
O=C(Nc1nnc(-c2ccc(Cl)cc2)o1)c1ccccc1Br
  -18, -12, 35*, 0.4, 3, 16, 0.0, -8, -6
O=Cc1ccc(O)c(O)c1
  -17, -3, 0.27, 0.9, 12, 14, 1.6, -7, -26
CCOc1cc(/C=N/NC(=O)Cn2nc([N+](=O)[O-])cc2C)cc(Br)c1OCc1ccccc1C
  -8[20 µM], -3, -0.43, 0.3, -16, -385, -0.3, -6, -18
Cc1cc2cc(CN(Cc3nnnn3C3CCCCC3)CC3CCCO3)c(=O)[nH]c2cc1C (stereo not drawn)
  -30, 4, -1.3, 1.1, -16, -3, 0.5, -3, -9

# Below each SMILES – Furin inhibitor, EBV gp42 inh, Cl transport mod, TRPML3 ag, PPC-1+TRAIL kill, m-calpain inh, TRPN1 ag, thrombin 1536, TbHK1 inh
COc1ccc(-n2c(CNc3ccc(C)cc3)nnc2SCc2ccccc2)cc1
  -14, -2, -2.8, 0.3, 2, 37, -1.3, -6, 14
COC(=O)Cc1cc(=O)oc2c(C)c(O)ccc12
  -30[20 µM], 2, nt, 0.1, 2, i, 2.9, -11, -24
C/C(=N/NC(=O)c1ccc2c(c1)OCO2)c1ccc(NC(=O)C(F)(F)F)cc1
  -12, -27, 1.1, -0.3, 12, 14, 0.0, -9, -6
CCCOc1ccc(CNC(=S)NCc2ccc(OC(C)C)cc2)cc1
  -27, -2, 0.86, 0.7, 25, 2, -2.0, -1, 18
COCC1CCCCN1Cc1cn[nH]c1-c1ccc2cc(OC)ccc2c1 (stereo not drawn)
  -15, -12, -0.29, 0.6, -2, -1, -1.4, -11, 9
CCCCNc1ncnc2c1cnn2-c1ccc(Cl)cc1
  -17, -16, 1.7, -0.1, -4, -9, 1.0, -1, 0
CCOC(=O)c1cccc(NC(=S)N2CCN(c3ncc4c(=O)c(C(=O)O)cn(CC)c4n3)CC2)c1
  -19, -6, 0.46, 0.0, 17, -3, 1.3, -7, -8
O=C(CCCCCn1c(=S)[nH]c2ccc(N3CCOCC3)cc2c1=O)NCc1ccccc1Cl
  -24, -13, 0.17, -0.5, -3, -115, 0.1, -22, 1
CC(O)[C@H]1CNC(=O)C(=O)N1CCC12CC3CC(CC(C3)C1)C2 (stereo partly drawn)
  -22, -7, 1.6, nt, 0, -11, nt, 1, -7
COc1cccc(-c2c3c([nH]c(=O)c2C#N)CCc2cc(OC)ccc2-3)c1
  -12, 3, -0.027, 0.1, 4, -41, 0.3, -7, -12
C/C(CC(=O)Nc1cc(Cl)ccc1Cl)=N\NC(=O)c1ccccc1Br
  -24, 1, nt, -0.2, 7, 42, -0.3, 1, 4
Cc1c(Cl)cccc1-n1nnnc1-c1cccs1
  -15, 1, -1.3, -0.3, 8, -1, -1.4, -5, 1
O=C(CSc1nccc(-c2cccs2)n1)Nc1cccc(Cl)c1
  -1, 0, -1.4, -0.1, 19, 33, -0.8, 3, -5
COc1ccccc1NS(=O)(=O)c1cccc(C(=O)N/N=C/c2ccc(NC(C)=O)cc2)c1
  -20, -14, 0.64, 0.1, 5, -157, 0.3, 0, -9
CCc1c(O)nc(N2CCN(Cc3ccccc3)CC2)[nH]c1=O
  -8, -3, nt, 0.2, 2, 21, -0.3, 4, 8
O=C(Nc1ccccc1)OCCN1CCN(Cc2ccccc2)CCC1=O
  -13, 1, -0.38, 0.5, 11, 25, 4.4, 0, 1
O=C(CCC(=O)Nc1ccccc1)N/N=C/C=C/c1ccccc1
  -25, -12, -0.48, -0.1, 1, -9, -1.2, -5, -4
O=C(NCCO)c1ccccc1O
  -19[20 µM], -7, 0.42, -0.4, 10, -154, 0.4, -7, -1
Cc1nn(-c2ccccc2)c(N)c1C(O)(CSc1nccn1C)C(F)(F)F (stereo not drawn)
  -1[20 µM], -21, 0.34, 1.1, 10, 3, 0.5, 2, -1
Cc1cc(C)cc(Nc2ncc3c(n2)CC(c2ccco2)CC3=O)c1 (stereo not drawn)
  -24[20 µM], -15, -0.67, -1.2, 26, 23, -3.0, -2, -11

# Some of these compounds in order of the TbHK1 inh value, descending:
compound	TbHK1 inh
COCC1CCCCN1Cc1cn[nH]c1-c1ccc2cc(OC)ccc2c1 (stereo not drawn)	9
O=C(CCC(=O)Nc1ccccc1)N/N=C/C=C/c1ccccc1	-4
C/C(=N/NC(=O)c1ccc2c(c1)OCO2)c1ccc(NC(=O)C(F)(F)F)cc1	-6

# (next part)
# Below each SMILES – Furin inhibitor, EBV gp42 inh, Cl transport mod, TRPML3 ag, PPC-1+TRAIL kill, m-calpain inh, TRPN1 ag, thrombin 1536, TbHK1 inh
CN=C(Nc1ccccc1OC)SC1CC(=O)N(c2ccc(C(=O)OC)cc2)C1=O (stereo not drawn)
  -15[20 µM], 11, nt, 0.5, 26, 13, 2.0, -3, -4
N#CCSc1nnc(-c2ccccc2)c(-c2ccccc2)n1
  1, 5, nt, -1.0, 9, 9, -1.8, -3, -11
CSc1ccc(-c2nnn(Cc3ccc(Br)cc3)n2)cc1
  4[20 µM], -21, 0.004, -0.5, 4, -1, -0.5, 3, 8
COC(=O)CNC(=O)C(C)(C)Oc1ccc(Cl)cc1
  -15[20 µM], -5, nt, 0.8, 21, 17, -0.5, -4, 4
CC1C/C(=N\NC(=S)NCc2ccccc2)CC(C)(C)C1 (stereo not drawn)
  -19[20 µM], -23, 1.2, 0.6, 2, 6, -1.1, -5, 16
Cn1c(NCc2cccs2)nc2ccccc21
  -24[20 µM], -8, nt, -1.0, -3, -41, 0.2, -1, 3
O=c1c2cc(Cl)ccc2nc(-c2ccccc2)n1O
  -5, -2, 50*, -0.8, 15, -8, -0.2, -14, -12
CCCCCCNCc1cccc(Br)c1
  -10[20 µM], 8, 0.2, 0.2, 18, 14, -1.6, -7, 8
O=[N+]([O-])c1ccc(-c2nc(C(Cl)Cl)c3ccccc3n2)cc1
  -6, -1, 0.44, -0.2, 12, -28, -0.7, -10, -6
CCOC(=O)C(C)n1cnc2c(nnn2Cc2ccc(Cl)cc2)c1=O (stereo not drawn)
  -16, -12, -0.55, -0.1, -18, 30, 0.6, 3, 4
O=c1[nH]c(CSc2ccccn2)nc2ccccc12
  -26, -16, 1.5, -0.5, 7, -24, 1.2, -2, -2
O=C(COC(=O)c1cc([N+](=O)[O-])ccc1NCc1ccccc1)NC1CCCc2ccccc21 (stereo not drawn)
  -15[20 µM], -14, nt, 1.5, 10, 17, 2.3, -3, -13
CN=c1scc(-c2ccc(F)cc2)n1/N=C/c1ccc(O)c(O)c1
  -10, 12, -4.2*, 0.3, 20, -160, -0.4, -9, -12
Cc1ccc(-c2nnc3ccc(SCC(=O)N4CCc5ccccc54)nn23)cc1
  -26, -9, nt, 0.3, -11, -6, 0.1, -4, -5
O=C(OCC(=O)N1CCOCC1)c1ccc[nH]c1=O
  -22, -37, 1.6, 1.3, 36, 20, 0.4, 4, -4
CCCCNC(=O)COC(=O)c1cc(S(=O)(=O)N2CCCCCC2)ccc1OC
  -7[20 µM], -2, 0.18, 0.9, -4, 25, 0.8, -3, -3
Cc1ccc(CN2CCNC2=O)cc1
  -4[20 µM], -37, 0.69, -0.2, -1, -4, -0.6, 6, 3
CCCCn1c(=O)[nH]c(=O)c2c(C(=O)OCC)cc(-c3ccc(OC(F)F)cc3)nc21
  -36, -8, -0.066, 0.8, 14, -304, 0.4, -2, -20

# Given with bars between the fields: entries from further up.
Compound | Furin inhibitor | EBV gp42 inh | Cl transport mod | TRPML3 ag | PPC-1+TRAIL kill | m-calpain inh | TRPN1 ag | thrombin 1536 | TbHK1 inh
CCCCCCNCc1cccc(Br)c1 | -10[20 µM] | 8 | 0.2 | 0.2 | 18 | 14 | -1.6 | -7 | 8
O=[N+]([O-])c1ccc(-c2nc(C(Cl)Cl)c3ccccc3n2)cc1 | -6 | -1 | 0.44 | -0.2 | 12 | -28 | -0.7 | -10 | -6
CCOC(=O)C(C)n1cnc2c(nnn2Cc2ccc(Cl)cc2)c1=O (stereo not drawn) | -16 | -12 | -0.55 | -0.1 | -18 | 30 | 0.6 | 3 | 4
O=c1[nH]c(CSc2ccccn2)nc2ccccc12 | -26 | -16 | 1.5 | -0.5 | 7 | -24 | 1.2 | -2 | -2
